Source: PubChem BioAssay (National Center for Advancing Translational Sciences (NCATS))
aGal spleen mod – inhibitors or activators of human alpha-galactosidase in spleen homogenate; P06280; AID 2107; Potency, µM (top dose mostly 80 µM), for inactives: top-dose activity change, negative = inhibition, hits mostly inhibitors; human spleen homogenate, 4MU-alpha-Gal fluorescence, 40 min; 240,000 compounds, 0.008% hits;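 further: potency means the concentration at half of the fitted maximal effect; 0% = enzyme with vehicle and -100% = no enzyme basal signal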
Target sequence (P06280 32-429 limits assumed): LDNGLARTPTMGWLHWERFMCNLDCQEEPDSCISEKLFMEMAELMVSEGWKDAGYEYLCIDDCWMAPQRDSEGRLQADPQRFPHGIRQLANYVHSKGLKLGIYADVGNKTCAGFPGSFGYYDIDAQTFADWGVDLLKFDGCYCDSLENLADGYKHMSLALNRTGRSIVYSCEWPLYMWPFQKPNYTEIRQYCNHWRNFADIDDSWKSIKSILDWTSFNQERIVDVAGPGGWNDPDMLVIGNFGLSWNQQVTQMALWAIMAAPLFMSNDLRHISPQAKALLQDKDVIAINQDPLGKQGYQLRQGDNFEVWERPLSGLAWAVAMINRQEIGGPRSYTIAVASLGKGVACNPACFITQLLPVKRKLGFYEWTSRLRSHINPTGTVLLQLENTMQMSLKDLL
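Inhibition or activation of alpha-galactosidase in human spleen homogenate is scored by 4-MU fluorescence after 40 min at 37C, pH 5.0, with 1 mM substrate. AC50s come from concentration-response fitted to the Hill equation.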
Tau FP inhib – tau fibrillization inhibition (FP) | P10636 | K18 P301L tau heparin fibrillization, Alexa594 FP, 6 h | Potency, µM (doses to about 57.7 µM), for inactives: at the highest dose activity, negative = inhibition, most hits filed as inhibitors | 280,000 compounds, 0.39% hits; further: potency means the concentration at half of the fitted maximal effect; on the % scale 0 is the no-effect control and ±100 the full control effect; nearly all actives have a fitted effect of over 55% in size
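Human tau K18 […] P301L fragment, 15 uM unlabeled plus 0.24 uM Alexa 594-labeled tau (final), with compound and 20 uM heparin in 100 mM sodium acetate pH 7; 6 hr at 37 C, then Alexa 594 FP read.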
CBFb RUNX1 block – inhibitors of human CBF-beta and RUNX1 interaction. AlphaScreen CBFb-His/RUNX1-biotin binding, biochemical. Potency, µM (titrated, usually from 59.8 µM), without a hit: top-dose activity, negative = inhibition, most hits filed as inhibitors. 230,000 tested, under 10 active. AID 1477; further: % of control where 0% means no effect
Target sequence (Q01196 whole entry, looked up): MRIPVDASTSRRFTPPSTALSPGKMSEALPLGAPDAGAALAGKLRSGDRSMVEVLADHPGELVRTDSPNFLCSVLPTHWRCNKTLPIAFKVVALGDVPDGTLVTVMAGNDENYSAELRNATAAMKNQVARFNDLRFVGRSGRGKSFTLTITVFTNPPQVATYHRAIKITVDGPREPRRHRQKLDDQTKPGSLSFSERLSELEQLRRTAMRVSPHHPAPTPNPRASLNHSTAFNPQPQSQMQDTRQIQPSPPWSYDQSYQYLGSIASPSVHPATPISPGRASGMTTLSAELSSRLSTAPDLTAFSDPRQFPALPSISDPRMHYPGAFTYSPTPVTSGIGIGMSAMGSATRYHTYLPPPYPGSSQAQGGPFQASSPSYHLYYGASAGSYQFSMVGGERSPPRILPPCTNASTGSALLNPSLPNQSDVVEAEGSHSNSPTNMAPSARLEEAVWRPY
Target sequence (Q13951 whole entry, looked up): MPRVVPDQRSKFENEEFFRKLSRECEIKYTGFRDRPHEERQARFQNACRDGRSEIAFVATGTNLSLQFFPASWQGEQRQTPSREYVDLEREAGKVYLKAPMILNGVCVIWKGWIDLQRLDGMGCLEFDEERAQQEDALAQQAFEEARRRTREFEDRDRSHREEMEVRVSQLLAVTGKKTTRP
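CBF-beta (His) and RUNX1 (biotin), 30 nM each; 20 min preassociation; + compound, 15 min; + beads 50 ng each (Ni, streptavidin), 90 min; RT; AlphaScreen read.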
Tau fluor counter – counter-screen for tau fibril formation inhibitors; tau K18 P301L Alexa594 fluorescence, heparin fibrillization; Potency, µM (top dose mostly 57.7 µM), inactives show at the highest dose activity change, negative = decrease; 280,000 compounds, 0.93% hits; further: potency means the concentration at half of the fitted maximal effect; on the % scale 0 is the no-effect control and ±100 the full control effect; nearly all actives have a fitted effect of over 55% in size
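Human tau K18 P301L (15 uM unlabeled, 0.24 uM Alexa 594-labeled) in 100 mM sodium acetate pH 7 with 20 uM heparin, 6 hr at 37 C. ThT 30 uM added, 1 hr ambient; Alexa 594 FP and total fluorescence read at 555/632 nm.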
TR SRC2 fluor cs – counter-screen for TRb-SRC2 inhibitors: fluorescence interference | Potency, µM (top dose mostly 106 µM), inactives show at the highest dose fluorescence change, negative = quenching | TRb/SRC2 Texas Red total fluorescence interference | 280,000 compounds, 0.29% hits | AID 1479; active means well fitted curve in either direction with a large enough effect; inconclusive means small, poorly fitted or top-dose-only effect; further: potency means the concentration at half of the fitted maximal effect; on the % scale 0 is the no-effect control and ±100 the full control effect
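Human TRb ligand-binding domain at 0.6 uM with 20 nM Texas Red SRC2 peptide in Tris buffer containing 1 uM T3 and 5% DMSO, incubated with compound 5 h at ambient temperature. Total fluorescence (555/632 nm) calculated as parallel + 2 × perpendicular.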
TRb-SRC2 inh – TRbeta-SRC2 interaction inhibition; Potency, µM (series often up to 106 µM), for the others: at the top dose activity change, negative = inhibition, hits mostly inhibitors; AID 1469; P10828; 280,000 compounds, 0.065% hits; TRbeta-SRC2 peptide binding, fluorescence polarization; receptor liganded with 1 µM T3;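 further: potency means the concentration at half of the fitted maximal effect; plate controls were bound peptide for no effect and peptide without receptor for full effect; nearly all actives have a fitted effect of over 50% in size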
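Human TRb LBD (0.6 uM) plus Texas Red-labeled SRC2 peptide (20 nM), 1uM T3, 5% DMSO, 5 hr at ambient temperature. Decreased polarization (555/632 nm) flags inhibition; data normalized to free and bound peptide controls.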
Epigenetic derep – epigenetic control regulation, reporter derepression; murine LDR cells, GFP reporter derepression, 30 h; Potency, µM (titrated, usually from 53.9 µM), for the others: top-dose GFP activation, most hits filed as activators; 280,000 compounds, 0.2% hits; further: potency means the concentration at half of the fitted maximal effect; % of control where 0% means no effect; nearly all actives have a fitted effect of over 60% in size
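Murine LDR cells carrying a silenced, genomically integrated CMV-driven GFP reporter were exposed to compound for 30 hours at 37 C. After PBS washes, GFP-positive cells (20–120 um objects) were counted by laser-scanning microplate cytometry.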
NPSR antag – blocks cAMP signaling of the human neuropeptide S receptor | Q6W5P4 | AID 1461 | Potency, µM (series often up to 38.3 µM), for inactives: at the top dose activity change, negative = inhibition, usual class: inhibitors | CHO-NPSR cells, cAMP TR-FRET, antagonist mode | 220,000 compounds, 1% hits; further: potency means the concentration at half of the fitted maximal effect; on the % scale 0 is the no-effect control and ±100 the full control effect; nearly all actives have a fitted effect of over 50% in size; many of its hits are not listed in these tables
Starred values were filed as active, the others as inactive; ? = inconclusive; . = not tested or not shown; [ ] = dose if it differs, or a comment. Unless noted, the call rests on the fitted dose curve; in most records, active means well fitted curve in the direction sought with a large enough effect; inconclusive means small, poorly fitted or top-dose-only effect, or another doubt; inactive means no such curve, though single readings can be large; an effect the other way counts as inactive or inconclusive. This is a subset; the hit share may differ from the screen's.

The opening 5 entries (preview)
SMILES	aGal spleen mod	Tau FP inhib	CBFb RUNX1 block	Tau fluor counter	TR SRC2 fluor cs	TRb-SRC2 inh	Epigenetic derep	NPSR antag
COC(=O)c1c(-c2ccccc2)c[nH]c1C	1%	3%	-4%	-14%	-2%	-7%	7.7%	44%
CCN(CC)CCNC(=O)c1ccc(Sc2ccc(C)cc2)c(NC(C)=O)c1	2%	-2%	5%	-6%	1%	-4%	-7.5%	17%
CN(C)C(=O)c1cc2cc([N+](=O)[O-])ccc2s1	-21%	1%	7%	-3%	-6%	-4%	-1.0%	6%[46.1 µM]
CCCCOc1ccc2ccccc2c1C=O	-5%	-14%	?	-13%	0%	-24%	-1.4%	-11%[46.1 µM]
O=C1CC(C(=O)NCc2ccccc2)N=C(N2CCCCC2)N1 (stereo not given)	-2%	1%	18%	3%	1%	-2%	4.3%	-1%[46.1 µM]

All compounds of this part, previewed entries included:
SMILES	aGal spleen mod	Tau FP inhib	CBFb RUNX1 block	Tau fluor counter	TR SRC2 fluor cs	TRb-SRC2 inh	Epigenetic derep	NPSR antag
COC(=O)c1c(-c2ccccc2)c[nH]c1C	1%	3%	-4%	-14%	-2%	-7%	7.7%	44%
CCN(CC)CCNC(=O)c1ccc(Sc2ccc(C)cc2)c(NC(C)=O)c1	2%	-2%	5%	-6%	1%	-4%	-7.5%	17%
CN(C)C(=O)c1cc2cc([N+](=O)[O-])ccc2s1	-21%	1%	7%	-3%	-6%	-4%	-1.0%	6%[46.1 µM]
CCCCOc1ccc2ccccc2c1C=O	-5%	-14%	?	-13%	0%	-24%	-1.4%	-11%[46.1 µM]
O=C1CC(C(=O)NCc2ccccc2)N=C(N2CCCCC2)N1 (stereo not given)	-2%	1%	18%	3%	1%	-2%	4.3%	-1%[46.1 µM]
NS(=O)(=O)c1ccc(NC(=O)C2(c3ccccc3)CCCC2)cc1	2%	3%	10%	-10%	1%	1%	-1.9%	3%
O=C(N/N=C\C=C\c1ccc2c(c1)OCO2)c1cccnc1	-12%	1%	-1%	16%	-3%	4%	0.0%	-29%
CC(C(=O)NCC1(c2ccccc2)CCOCC1)N1CCOCC1 (stereo not given)	1%	0%	-2%	7%	1%	5%	1.6%	-19%
Cc1cc(/C=C(\C#N)C(=O)Nc2ccccc2)c(C)n1-c1ccc2c(c1)OCO2	0%	3%	3%	-27%	2%	-12%	0.9%	-11%[46.1 µM]
C/C(=N\NC(=O)Cc1ccc(Cl)cc1)c1ccccn1	-14%	2%	?	-1%	-3%	-4%	?	-18%[46.1 µM]
COc1ccc(N(C(=O)C2COc3ccccc3O2)C(C(=O)NC2CCCCC2)c2ccccc2)cc1OC (stereo not given)	-3%	-10%	-1%	-9%	3%	-4%	0.0%	-19%
Cc1cc(N2CCC(C)CC2)nc2ccc(NC(=O)Cc3c(F)cccc3Cl)cc12	.	4%	.	?	-5%	2%	8.9%	.
CCCCn1nnc(NC(=O)c2ccc(-c3ccccc3)cc2)n1	1%	-8%	5%	-9%	-4%	-5%	-1.1%	3%[46.1 µM]
CSc1nc(N)nc(SCC(=O)c2ccc(C)cc2)c1C#N	6%	?	6%	-27%	0%	-19%	1.9%	13%[46.1 µM]
C=CCSC1=C(C#N)C(c2cccc(OC)c2)CC(=O)N1 (stereo not given)	3%	-6%	6%	-1%	-5%	-6%	1.3%	6%[46.1 µM]
COc1ccc(CCNC(=O)Cc2ccc3c(c2)OCO3)cc1OC	-2%	-1%	10%	-2%	-4%	-2%	-3.2%	-42%
CCCOc1ccc(-c2nc(N3CCCCC3)c3ccccc3n2)cc1	.	-9%	.	-5%	-15%	0%	-1.6%	.
O=C(OCc1ccc([N+](=O)[O-])cc1)c1ccc(N2CCCC2)c([N+](=O)[O-])c1	-3%	-7%	-3%	-17%	0%	0%	1.0%	-14%
Cc1cc(CNC(=O)C2(C(F)(F)F)C/C(=C\Cc3ccccc3)CCCO2)nn1C (stereo not given)	-6%	.	-2%	.	-1%	-5%	.	.
CCOc1ccc(C(=O)NCC(=O)OCC(=O)N2CCCCC2)cc1	4%	5%	1%	-1%	-3%	-5%	-0.7%	8%[46.1 µM]
c1coc(Cn2c(SCc3nc4ccccc4[nH]3)nnc2-c2cnccn2)c1	4%	-11%	-22%	-13%	-5%	-3%	0.0%	0%[46.1 µM]
Cc1csc2nc(CSc3nc4ccccc4o3)cn12	-9%	-7%	-28%	-9%	3%	-19%	?	-7%[46.1 µM]
CCN(CC)S(=O)(=O)c1cc(C)ccc1SC	-15%	-7%	-6%	3%	-3%	-8%	-2.5%	-1%
Cc1oc2nc(SCCCC(=O)NCCO)nc(N)c2c1C	4%	-5%	-1%	-6%	-4%	-2%	-9.2%	-9%[46.1 µM]
COc1ccc(OC)c(NC(=S)NCc2ccccc2OC)c1	3%	9%	-13%	-6%	-3%	-8%	0.9%[10.1 µM]	-36%
CCC1(c2ccccc2)NC(=O)N(CC#N)C1=O (stereo not given)	-5%	-7%	-3%	5%	-7%	-8%	-0.1%	5%
CC(=O)Nc1nc(C2COc3ccccc3O2)cs1 (stereo not given)	4%	1%	2%	-1%	-3%	-3%	-2.2%	-5%[46.1 µM]
Cc1cc(C)nc(SCc2csc(N)n2)n1	2%	-3%	1%	-6%	3%	6%	-1.7%	13%[46.1 µM]
Cc1oc(-c2ccc(C(=O)NC(C)c3ccccc3)cc2)nc1CS(=O)(=O)c1ccccc1 (stereo not given)	.	-15%	.	5%	0%	1%	2.6%	.
Cc1nc(SCc2ccccc2Cl)c(C#N)c(C)c1C	.	-10%	.	-19%	2%	0%	-1.1%	.
Clc1cccc(-n2ncc3c(N4CCC(Cc5ccccc5)CC4)ncnc32)c1	.	-7%	.	-11%	0%	2%	1.6%	.
Cc1ccccc1C1NC(c2ccccc2C)C([N+](=O)[O-])C(C)(C)C1[N+](=O)[O-] (stereo not given)	-5%	-3%	-10%	-30%	-4%	3%	0.0%	?
COC(=O)C1=C(C)N(Cc2ccccc2)[C@]23O[C@](C(=O)OC)(C(=O)N2C1c1ccccc1)C(C(=O)OC)=C3C(=O)OC (stereo not given in full)	-2%[17.5 µM]	-3%[11.6 µM]	7%[13.1 µM]	-16%[11.6 µM]	-1%[11.2 µM]	-3%[11.2 µM]	0.0%[10.1 µM]	.
CCn1ccnc1CN1CCc2c([nH]c3ccccc23)C1CC(C)C (stereo not given)	-1%	6%	-15%	-17%	-4%	1%	5.3%	49%
CCOc1ccc(/C=N/OCC(=O)NC(c2ccccc2)c2ccccc2)cc1	6%	-11%	22%	-17%	-2%	10%	0.0%	-49%
O=S(=O)(Cc1ccccc1)N1CCN(C2Cc3ccccc3C2)CC1	1%	2%	2%	-4%	-2%	-6%	0.0%	-10%[46.1 µM]
O=C(Nc1ccc(NC(=O)c2cc([N+](=O)[O-])ccc2N2CCOCC2)cc1)c1cccs1	-4%	18%	9%	-26%	2%	-5%	-0.2%	-3%
O=C(NCc1ccccc1)c1ccc(CN(c2ccccn2)S(=O)(=O)c2ccccc2)cc1	13%	-6%	0%	-15%	-5%	3%	0.0%	-8%[46.1 µM]
Cc1ccc2nc(-c3ccccn3)cc(C(=O)N3CCN(c4ncccn4)CC3)c2c1	-2%	6%	3%	0%	1%	-13%	-0.8%	-16%[46.1 µM]
CC(C)(C)OC(=O)NNC(=O)C12CC3CC(CC(C3)C1)C2	-5%	6%	-11%	4%	-1%	0%	-0.1%	1%
Cc1cc(NC(=O)CCC(=O)N(CC(=O)NC2CCCC2)c2ccc3c(c2)OCCO3)no1	5%	1%	7%	-1%	2%	4%	1.5%	5%[46.1 µM]
COc1ccc(CNC(=O)C(c2ccc(C)cc2)N(Cc2cccs2)C(=O)c2ccc3c(c2)OCCO3)cc1 (stereo not given)	3%	11%	-11%	-19%	2%	-2%	0.8%	-23%[46.1 µM]
CN(C)CCOC(=O)c1ccc2[nH]c3c(c2c1)CSCC3	6%	-8%	5%	-29%	-6%	4%	1.1%	8%
C/C(=N\NC(=O)c1ccc(CN2CCOCC2)cc1)c1ccc(NC(=O)c2ccccc2)cc1	-3%	-3%	6%	-11%	-4%	0%	-1.2%	9%
CCCCCC(/C=N/Nc1ccc(S(=O)(=O)N2CCOCC2)cc1[N+](=O)[O-])=C\c1ccccc1	-5%	?	-6%	-16%	1%	1%	0.1%	-3%[46.1 µM]
CCOC(=O)N1CCC(NC(=O)c2cn(-c3ccc(OC)cc3)c(=O)c3ccccc23)CC1	0%	-2%	15%	3%	-1%	-11%	7.9%	-5%[46.1 µM]
CCC(C)C(NC(=O)OC(C)(C)C)C(=O)NC1COC2CC(n3ccc(NC(C)=O)nc3=O)OC12 (stereo not given)	11%	.	9%	.	1%	2%	.	.
Cc1ccc(CNC(=O)c2cc(=O)c3cc(C)cc(C)c3o2)cc1	.	?	.	-18%	4µM*[quencher]	-14%	-1.9%	.
Cc1[nH]n(C2=NCCS2)c(=O)c1N=Nc1cccc(C(F)(F)F)c1	-7%	5%	5%	-16%	-2%	-7%	?	-35%
CCOC(=O)C1CCN(Cc2ccc(F)c(F)c2)CC1	5%	3%	0%	-5%	3%	-1%	-1.4%	1%[46.1 µM]
O=C(NC1CCCc2ccccc21)c1ccc(Br)cc1 (stereo not given)	4%	11%	-1%	-9%	-1%	-1%	-0.9%	-16%[46.1 µM]
Cc1ccc(COc2ccccc2-c2cc(C(=O)N/N=C/c3cccnc3)[nH]n2)cc1	-2%	?	19%	?	-1%	-6%	1.3%	?
Nc1nc2n(n1)C(=O)CC(c1ccc(Cl)cc1)N2 (stereo not given)	5%	6%	3%	6%	-2%	-4%	-3.1%	17%
COc1cccc(N2CCN(C(=O)c3cnc4c(C)cccn4c3=O)CC2)c1	.	2%	.	-7%	3%	-2%	0.0%	.
